Tau FP inhib: qHTS for Inhibitors of Tau Fibril Formation, Fluorescence Polarization. K18 P301L tau heparin fibrillization, Alexa594 FP, 6 h. Microtubule-associated protein tau (Homo sapiens), P10636. Potency, µM (doses to about 57.7 µM), inactives show at the top dose activity, negative = inhibition, hits mostly inhibitors. actives 0.39% (n = 280,000); note: % is set by controls: 0 for no effect and ±100 for the full control effect; nearly all actives have a fitted effect of over 55% in size
Target sequence (P10636 561-689 P618L limits assumed): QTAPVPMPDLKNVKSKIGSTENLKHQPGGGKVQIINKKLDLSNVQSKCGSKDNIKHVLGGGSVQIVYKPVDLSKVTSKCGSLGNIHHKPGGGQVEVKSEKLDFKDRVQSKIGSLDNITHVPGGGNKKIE
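FP of Alexa 594-tau after heparin (20 uM) induction. Substrate: human K18 P301L, 15 uM unlabeled, 0.24 uM labeled. Buffer 100 mM sodium acetate pH 7. 6 hr, 37 C.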
TRb SRC2 PPI: qHTS for Inhibitors of the Interaction of Thyroid Hormone Receptor and Steroid Receptor Coregulator 2; TRbeta-SRC2 peptide binding, fluorescence polarization; receptor liganded with 1 µM T3; Potency, µM (top dose mostly 106 µM), without a hit: at the top dose activity change, negative = inhibition, hits mostly inhibitors; actives 0.065% (n = 280,000); AID 1469, 2008;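 note: plate controls were bound peptide for no effect and peptide without receptor for full effect; nearly all actives have a fitted effect of over 50% in size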
Target sequence (P10828 whole entry, looked up): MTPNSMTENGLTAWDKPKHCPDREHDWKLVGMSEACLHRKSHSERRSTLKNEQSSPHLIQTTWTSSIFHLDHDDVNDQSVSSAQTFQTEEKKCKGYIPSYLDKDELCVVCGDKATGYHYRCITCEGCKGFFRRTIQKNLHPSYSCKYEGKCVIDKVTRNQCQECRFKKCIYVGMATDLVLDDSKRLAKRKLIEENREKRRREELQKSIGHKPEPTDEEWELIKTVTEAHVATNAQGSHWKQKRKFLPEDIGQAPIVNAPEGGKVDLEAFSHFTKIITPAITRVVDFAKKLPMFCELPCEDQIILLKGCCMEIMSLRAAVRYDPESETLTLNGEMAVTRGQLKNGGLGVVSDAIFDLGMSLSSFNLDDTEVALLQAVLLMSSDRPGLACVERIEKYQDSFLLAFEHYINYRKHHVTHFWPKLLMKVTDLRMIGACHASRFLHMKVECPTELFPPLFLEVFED
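Quantitative HTS by FP: 0.6 uM TRb LBD, 20 nM labeled SRC2 20-mer, 1 uM T3, 5% DMSO; 5 hr ambient incubation; % activity per concentration and potencies from concentration series.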
Tau ThT inhib: qHTS for Inhibitors of Tau Fibril Formation, Thioflavin T Binding; recombinant tau K18 P301L, heparin-induced fibrillization, ThT fluorescence; Potency, µM (top dose mostly 57.4 µM), without a hit: at the highest dose activity, negative = inhibition, most hits filed as inhibitors; actives 2.1% (n = 270,000); AID 1460, 2008; note: % is set by controls: 0 for no effect and ±100 for the full control effect; nearly all actives have a fitted effect of over 55% in size
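Fibril formation assay: tau K18 P301L at 15 uM with trace Alexa 594 label, heparin inducer 20 uM, pH 7 sodium acetate buffer, 37 C for 6 hr; endpoint ThT signal.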
HTT ATP protect: qHTS Multiplex Assay to Identify Dual Action Probes in a Cell Model of Huntington: Cytoprotection (ATP); PC12 HTT-Q103 induced, cytoprotection, ATP luminescence, 40 h; Potency, µM (series often up to 56.4 µM), for the others: cytoprotection (ATP increase), actives largely listed as activators; actives 0.14% (n = 230,000); AID 1471, 2008;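 note: % of control where 0% means no effect; nearly all actives have a fitted effect of over 45% in size; toxic huntingtin expression switched on by the ecdysone agonist tebufenozide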
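Compounds added alongside 100 nM tebufenozide, which induces toxic Q103 huntingtin exon 1-GFP in stable PC12 cells; surviving cells quantified by luminescent ATP measurement. Medium: phenol red-free DMEM, 5% equine and 5% calf serum.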
Tau fluor cs: Counterscreen qHTS for Inhibitors of Tau Fibril Formation, Fluorescence Polarization; tau K18 P301L (four-repeat tau fragment) Alexa594 fluorescence, heparin fibrillization; Potency, µM (doses to about 57.7 µM), without a hit: top-dose activity change, negative = decrease; actives 0.93% (n = 280,000); note: % is set by controls: 0 for no effect and ±100 for the full control effect; nearly all actives have a fitted effect of over 55% in size
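Human K18 P301L tau (15 uM unlabeled plus 0.24 uM Alexa 594-labeled, final) in 100 mM sodium acetate pH 7 was mixed with compound and 20 uM heparin and incubated 6 hr at 37 C.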
RECQ1 inh: qHTS Assay for Inhibitors of RecQ-Like Dna Helicase 1 (RECQ1); RECQ1 DNA unwinding, red fluorescence kinetic read; ATP-dependent DNA helicase Q1 (Homo sapiens), P46063; AID 2549, 2010; Potency, µM (series often up to 57.3 µM), for the others: top-dose activity, negative = inhibition, hits mostly inhibitors; actives 0.54% (n = 240,000);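 note: plate controls were vehicle for no effect and no enzyme for full effect; nearly all actives have a fitted effect of over 30% in size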
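RECQ1T1 50 nM; forked duplex (20 bp + 30-nt ss tails) 200 nM, ATP 2 mM final; pH 8.0, 2 mM MgCl2, 2.5 ug/ml poly(dI-dC); 15 min compound preincubation; discontinuous kinetic read over 2 h at RT.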
L3MBTL1 inh: qHTS Assay for the Inhibitors of L3MBTL1 | Lethal(3)malignant brain tumor-like protein 1 (Homo sapiens), Q9Y468 | actives 0.66% (n = 230,000) | AlphaScreen L3MBTL1–H3K9me1 peptide binding | AID 485360, 2010 | Potency, µM (doses to about 57.1 µM), inactives show at the top dose activity, negative = inhibition, usual class: inhibitors; note: % is set by controls: 0 for no effect and ±100 for the full control effect; nearly all actives have a fitted effect of over 60% in size
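L3MBTL1 (50 nM) pre-complexed 30 min with biotinylated H3(1-15)K9me1 peptide (75 nM), then compounds added for 30 min at room temperature; AlphaScreen streptavidin donor/nickel chelate acceptor beads (10 ug/mL final) read after 30 min dark incubation.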
TR SRC2 fluor cs: Total Fluorescence Counterscreen for Inhibitors of the Interaction of Thyroid Hormone Receptor and Steroid Receptor Coregulator 2; actives 0.29% (n = 280,000); TRb/SRC2 Texas Red total fluorescence interference; AID 1479, 2009; Potency, µM (titrated, usually from 106 µM), inactives show top-dose fluorescence change, negative = quenching; active = well fitted curve in either direction with a large enough effect; inconclusive = small, poorly fitted or top-dose-only effect; note: % is set by controls: 0 for no effect and ±100 for the full control effect
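Flags fluorescent or light-absorbing compounds by total fluorescence, S + 2P, at 555 nm excitation and 632 nm emission. Mixture: 20 nM Texas Red SRC2 peptide, 0.6 uM human TRb LBD, 1 uM T3, 5% DMSO; compound exposure 5 h at ambient temperature.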
Starred values were filed as active, the others as inactive; i = inactive; ? = inconclusive; . = no result given; [ ] = remark or other dose. Unless noted, calls come from the whole dose curve; as a rule, active = well fitted curve in the direction sought with a large enough effect; inconclusive = small, poorly fitted or top-dose-only effect, or another doubt; inactive = no such curve, though single readings can be large; an effect the other way counts as inactive or inconclusive. Potency is the fitted concentration of half-maximal effect.

Value order: Tau FP inhib, TRb SRC2 PPI, Tau ThT inhib, HTT ATP protect, Tau fluor cs, RECQ1 inh, L3MBTL1 inh, TR SRC2 fluor cs
1. COc1ccc(-n2nc(C(=O)Nc3ccccc3OC)c3c4ccccc4n(C)c3c2=O)cc1Cl
 : -8%, -2%, 6%, ., 5%, ., ., -1%
2. NC(=O)C1(N2CCCCC2)CCN(S(=O)(=O)c2cc(Cl)sc2Cl)CC1
 : 4%, -4%, -2%, 15%[10 µM], -1%, 6%, 3%, -4%
3. N#Cc1nc(-c2ccccc2F)oc1NCCc1ccccn1
 : 9%, -3%, -5%, -13%[10 µM], -5%, i, 9%, -2%
4. CCOC(=O)N1CCN(C(=O)CN2C(=O)COc3ccc(C(C)(C)C)cc32)CC1
 : -11%, -19%, 8%, -22%, -3%, -6%, 35%[activator], 2%
5. Cc1ccc(C(=O)C(C)Sc2nnc(N)s2)cc1 (configuration not stated)
 : 1%, -4%, 5%, -1%[10 µM], 6%, -4%, 2%, -1%
6. CCn1ccnc1CN(C)C(=O)CCc1nnc(CCCc2ccccc2)o1
 : -1%, -3%, 3%, 16%[10 µM], 1%, -6%, -3%, -4%
7. COc1ccc(CNC(=O)C(c2cccs2)N(C(=O)c2csnn2)C2CC2)cc1 (configuration not stated)
 : 6%, -3%, -5%, 25µM*, 6%, -6%, -5%, 0%
8. Cc1cc(C(=O)OCC(=O)Nc2c(F)cccc2F)c(C)n1-c1ccccc1
 : 5%, -3%, -9%, -15%, -24%, 19%, -18%, 2%
9. CCOC(=O)c1ccc(N=c2sc(C(=O)OC)cc(=O)n2Cc2ccco2)cc1
 : 1%, 5%, 4%, -9%[10 µM], 1%, 1%, -9%, 0%
10. O=C(NCc1cccnc1)C(=O)NCC(c1cccnc1)N1CCN(c2ccc(F)cc2)CC1 (configuration not stated)
 : 8%, 1%, -13%, ., 1%, ., ., 9%
11. CC(=O)Nc1ccc(Oc2ncccn2)c(Cl)c1
 : -2%, -3%, -12%, 3%, -6%, -1%, ., -2%
12. COc1ccc(N2C(=O)C(Cl)=C(Nc3ccc(OC)cc3OC)C2=O)cc1
 : -7%, 3%, ?, -40%, -24%, -3%, ., -2%
13. C=CCOc1c(CNc2ccc(C(=O)O)cc2)cccc1OCC
 : 2%, 1%, -3%, -8%, -1%, -7%, 3%, -2%
14. CC(=O)N(CC1CCCO1)c1nnc(-c2ccccn2)s1 (configuration not stated)
 : 1%, -4%, 7%, -20%[10 µM], 6%, 1%, -1%, -2%
15. CCOc1ccc(NC(=O)N2CCN(S(=O)(=O)c3ccc4c(ccn4C)c3)CC2)cc1
 : 7%, 2%, -6%, ., ?, ., ., -2%
16. CCn1nccc1C(=O)Nc1nc2ccccc2n1CCN1CCCCC1
 : 5%, 0%, -4%, -14%, 0%, -6%, -10%, 0%
17. COc1cc(S(=O)(=O)n2nnc3ccccc32)c(OC)cc1Cl
 : -9%, -11%, 5%, 12%[10 µM], 0%, -7%, 11%, 2%
18. Cc1c(C(=O)N2CCC(C)CC2)c(S(=O)(=O)Nc2cccc(C#N)c2)c(C)n1C
 : 4%, 4%, -1%, ., -2%, ., ., 0%
19. Cc1sc(NC(=O)CSc2nc(O)cc(=O)[nH]2)nc1-c1ccccc1
 : ?, -7%, ?, 6%[10 µM], -18%, i, -5%, -1%
20. O=C(NCc1ccco1)C1CCN(S(=O)(=O)N2CCC3(CC2)OCCO3)CC1
 : -3%, -2%, -11%, 1%[10 µM], 2%, -2%, 3%, -1%
21. CCCOc1ccc(C2C(=O)N(C3CCCCCC3)CC(=O)N2CCC)cc1OC (configuration not stated)
 : -1%, -4%, -5%, ., -11%, ., ., -1%
22. Cc1c(C(=O)OCCOc2ccccc2)[nH]c2c1C(=O)CC(c1ccc(C(C)(C)C)cc1)C2 (configuration not stated)
 : -12%, 2%, -3%, ., -4%, ., ., -2%
23. O=C(CSc1nc(-c2ccccc2)nc2ccccc12)Nc1cccc(C(=O)O)c1
 : 5%, -4%, 3%, 25%[10 µM], -11%, 13%, -6%, -7%
24. CCc1ccccc1NC(=O)N[C@H](C(=O)O)C(C)CC (some centres not stated)
 : 5%, -4%, -8%, 3%, -1%, -7%, ., -2%
25. CC1CCCN(C(C(=O)NC2CCCCC2)c2cc3c(cc2[N+](=O)[O-])OCO3)C1 (configuration not stated)
 : 3%, 14%, 6%, -10%[10 µM], 1%, -6%, 11µM*, 1%
26. CC(C)=CC(=O)Nc1nnc(C)s1
 : -7%, 6%, -6%, -4%[10 µM], 1%, i, 23%, 0%
27. COC(=O)c1ccc(C(=S)N2CCCCC2)cc1
 : 3%, -1%, 0%, 13%[10 µM], -1%, i, 1%, 0%
28. CC(=O)NC1=NN(C(C)=O)C2(S1)C(=O)N(C(C)C)c1ccc(C)cc12 (configuration not stated)
 : -10%, 1%, -5%, 4%, -5%, 0%, 6%, -6%
29. COc1ccc(CC(NC(C)=O)C(=O)NC2CCN(c3c4c(nc5ncnn35)CCC4)CC2)cc1 (configuration not stated)
 : 5%, 2%, 0%, 2%[10 µM], 9%, 5%, -7%, -4%
30. Cc1cccc(N(C(=O)Cn2nnc3ccccc32)C(C(=O)NCc2ccco2)c2ccncc2)c1C (configuration not stated)
 : 1%, 3%, -2%, -18%[10 µM], 8%, -8%, -2%, -6%
31. N#Cc1ccc(-c2ccc(F)cc2)nc1Oc1ccccc1
 : ?, 1%, 7%, -17%, -15%, 6%, 12%, 1%
32. CCN(CC)S(=O)(=O)c1cccc(NC(=O)CN2C(=O)c3ccc([N+](=O)[O-])cc3C2=O)c1
 : 8%, 4%, -2%, -1%[10 µM], -24%, -5%, -5%, -13%
33. COc1ccc(-c2oc3ccccc3c(=O)c2OCC(=O)O)cc1
 : 1%, -5%, -2%, -20%, 1%, i, -3%[11.4 µM], 0%
34. Cc1ccc(OCC(=O)Nc2ccc(N3CCN(C(=O)c4ccc(C)cc4)CC3)cc2)cc1
 : -2%, 4%[53 µM], ?, 39%[10 µM], -18%, -6%, -1%, 1%[53 µM]
35. CCNc1cc(O)ccc1C
 : ., -11%, ., 2%, ., 28µM*, -5%, 18%
36. CC(C)(C)SCCNC(=O)CN(c1ccccc1)S(=O)(=O)c1ccccc1
 : -4%, 4%[53 µM], 3%, 24%[10 µM], -7%, i, 2%, -1%[53 µM]
37. Cc1nn(-c2ccc3nnc(Br)n3n2)c(C)c1Br
 : 3%, 4%, -19%, -21%[0.074 µM], -4%, -1%, 3%, 0%
38. Cc1ccc(/C=C2/NC(=O)N(Cc3ccccc3F)C2=O)o1
 : -5%, -12%, ?, 20%[10 µM], -6%, -25%, -3%, 1%
39. CC(C)CCNc1nc2c(c(=O)[nH]c(=O)n2C)n1CC(O)COC(C)C (configuration not stated)
 : 8%, -3%, 4%, 9%, 1%, -5%, 3%[11.4 µM], -3%
40. Cc1c(C(=O)Nc2cccc(C(F)(F)F)c2)sc2nc[nH]c(=O)c12
 : -4%, -7%, -2%, ., -9%, ., ., -16%
41. CCC(C(=O)c1ccc(O)cc1)c1ccccc1 (configuration not stated)
 : -14%, -2%, 3%, 4%[0.074 µM], -26%, i, 7%, -1%
42. CCOC(=O)Cc1ccc(NC(=O)N(Cc2ccc(OC)cc2)C2CCN(C(C)=O)CC2)cc1
 : -4%, 4%, -1%, ., -5%, ., ., -8%
43. COc1ccc(Nc2ccc(N3C(=O)CCCC3=O)cc2[N+](=O)[O-])c(OC)c1
 : 14%, 1%, ?, ., -15%, -12%, -18%, -5%
44. c1ccc(Nc2nc3ccccc3[nH]2)nc1
 : -2%, -20%, 3%, -26%, -14%, -3%, -1%, -1%
45. COC(=O)[C@@]1(Cc2ccccc2)[C@H]2c3cc(C(=O)N4CCCC4)[nH]c3C[C@H]2CN1C(=O)c1ccccc1
 : 4%, 6%, -10%, -5%, 1%, i, ., 3%
46. O=C(CSc1nc(=O)[nH]c2c1CCC2)NCc1ccccc1Cl
 : -15%, 0%, -3%, ., -4%, ., ., 0%
47. CC[C@@H]1OC(=O)[C@H](C)[C@H](O[C@@H]2C[C@](C)(OC)[C@H](O)[C@H](C)O2)[C@H](C)[C@H](O[C@@H]2O[C@@H](C)C[C@@H](N(C)C)[C@@H]2O)[C@](C)(O)C[C@H](C)C(=NOCOCCOC)[C@H](C)[C@H](O)[C@]1(C)O
 : ., 5%[53 µM], ., -118%[inhibitor][17.1 µM], ., -2%[25.9 µM], ., -2%[53 µM]
48. C=CCOc1nc2c(c(=O)n(C)c(=O)n2C)n1Cc1ccc(Cl)cc1
 : 5%, -9%, -6%, ?, -1%, 0%, 3%, 1%
49. CCSc1nc(=O)c2c(n1C)NC(=O)CC2c1ccc(O)cc1OC (configuration not stated)
 : 1%, -1%, -4%, ., -4%, ., ., 8%
50. CC(=O)NS(=O)(=O)c1ccc(NC(=O)c2ccccc2F)cc1
 : -1%, -4%, -5%, 2%[10 µM], 6%, 11%, 4%, -1%
51. CC(=O)Nc1cc(Cl)c(N=Cc2ccc(O)cc2O)cc1Cl
 : 1%, 7%, -10%, ., -20%, -2%, -23%, -4%
52. CCOC(=O)c1ccc(N2C(=O)CC(NC3CCN(C(=O)c4cccc(Cl)c4)CC3)C2=O)cc1 (configuration not stated)
 : -1%, -1%, -11%, ?, -4%, -18%, 1%, 1%

High-throughput results (PubChem)

This is a subset; rates above refer to the full screens.
